# Assay outcomes from PubChem BioAssay.
# OXTR ag: human OXTR agonism; AID 2435; P30559; CHO-OTR cells, Fluo-8 calcium fluorescence; normalized: DMSO 0%, oxytocin 100%; activation, % at 3 µM; hit rate 0.32% among 320,000;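 active = activation above the mean of all tested compounds plus 3 SD, cutoff set per screening run, cut at about 20% in these data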;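 note: peak over basal fluorescence ratio from a 100 s FLIPR kinetic read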
# TAAR1 ag: agonists of human TAAR1. AID 624467. activation, % at 3 µM. hit rate 0.99% among 360,000. CHO RD-HGA16 TAAR1, Fluo-8 calcium fluorescence; vehicle wells 0%, saturating PEA agonist 100%;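 active = activation above the mean activation of all test compounds in the run plus 3 SD, cut at about 38% in these data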
# Target sequence (Q96RJ0 whole entry, looked up): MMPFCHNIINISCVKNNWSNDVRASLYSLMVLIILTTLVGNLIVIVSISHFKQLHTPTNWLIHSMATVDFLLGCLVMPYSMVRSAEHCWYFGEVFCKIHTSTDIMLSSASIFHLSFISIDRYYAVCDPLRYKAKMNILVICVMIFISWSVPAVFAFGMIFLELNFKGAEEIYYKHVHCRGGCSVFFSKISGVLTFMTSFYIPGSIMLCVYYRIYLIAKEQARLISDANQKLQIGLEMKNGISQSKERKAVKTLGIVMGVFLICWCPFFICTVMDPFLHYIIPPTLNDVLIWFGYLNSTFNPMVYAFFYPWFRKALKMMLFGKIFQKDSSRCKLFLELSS
#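 System: CHO-derived RD-HGA16 cells with stable Gα16 and human TAAR1. Times: 17-24 h plating, Fluo-8 75 min 37 °C, 30 min RT. Measured by: calcium-sensitive Fluo-8 signal, excitation 470-495, emission 515-575 nm. Read-out basis: % activation relative to PEA EC100 response. Control set: DMSO and PEA EC100. Repeats: no replicates (n 1).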
# CHO parental Ca: counter-screen for OX1R antagonists: effect in parental CHO cells | parental CHO-K1, ATP-induced calcium, Fluo-8 fluorescence | inhibition, % at 5.6 µM | hit rate 0.63% among 330,000;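 active = inhibition above that plate's mean sample inhibition plus 3 SD, cut at about 26% in these data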;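 note: 0% = ATP-challenged DMSO wells and 100% = DMSO wells without ATP; some compounds past the cut are filed as inactive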
#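 Measured by: calcium-sensitive Fluo-8 fluorescence / Test system: CHO parental line / Controls: ATP-challenged DMSO wells low, unchallenged DMSO wells high / Measure: % inhibition / Compound: single nominal dose of 5.6 µM per compound / Replicates: single well per compound, no replicates / Reagent: ATP as calcium-mobilizing challenge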
# M1 PAM: positive allosteric modulators of human M1 muscarinic receptor | CHO-K1 hM1, Fluo-8 calcium fluorescence, ACh EC20; 0% = ACh EC20, 100% = maximal ACh | P11229 | activation, % at 3 µM | hit rate 0.088% among 360,000; in the data active = activation above about 19%, passing the limit was not always enough
# M1 antag: antagonists of human M1 muscarinic receptor; inhibition, % at 3 µM; CHO-K1 hM1, Fluo-8 calcium fluorescence, ACh EC80 antagonist; P11229; AID 588852; hit rate 1.3% among 360,000;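 active = percent inhibition above its own plate's cutoff, namely the mean of that plate's compound wells plus 3 SD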;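 note: peak over basal fluorescence ratio during 140 s after agonist addition; 0% = ACh EC80 plus DMSO and 100% = DMSO alone without agonist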
# OXTR potentiator: human OXTR potentiation | CHO-OTR cells, Fluo-8 calcium fluorescence, potentiator mode; 0% = oxytocin EC15, 100% = EC100 | activation, % at 3 µM | hit rate 0.061% among 320,000;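 active = activation above that plate's cutoff, the mean activation of tested compounds plus 3 SD, cut at about 6.6% in these data, passing the limit was not always enough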;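 note: 100% uses oxytocin at 75 nM as the full agonist control; some results filed as inactive read as strong as hits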
#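 Material: human OTR in CHO cells. Compound: 3.0 µM, one dose. Timing: compound 6 min at room temperature before oxytocin, 100 s read. Evaluation: % activation of max/min ratio relative to oxytocin controls. Replication: single well per compound, singlicate. Signal: Fluo-8 calcium dye fluorescence.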
# V1R ag counter: counter-screen for oxytocin receptor agonists: human V1a receptor agonists; P37288; activation, % at 3 µM; CHO-V1R cells, Fluo-8 calcium fluorescence, agonist mode; 0% DMSO, 100% 3 nM vasopressin; AID 2797; hit rate 0.25% among 320,000;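 active = activation above the mean activation of all tested compounds plus 3 SD, per screening run, cut at about 20% in these data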;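 note: signal is peak over basal fluorescence ratio across a 100 second FLIPR read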
# Target sequence (P37288 whole entry, looked up): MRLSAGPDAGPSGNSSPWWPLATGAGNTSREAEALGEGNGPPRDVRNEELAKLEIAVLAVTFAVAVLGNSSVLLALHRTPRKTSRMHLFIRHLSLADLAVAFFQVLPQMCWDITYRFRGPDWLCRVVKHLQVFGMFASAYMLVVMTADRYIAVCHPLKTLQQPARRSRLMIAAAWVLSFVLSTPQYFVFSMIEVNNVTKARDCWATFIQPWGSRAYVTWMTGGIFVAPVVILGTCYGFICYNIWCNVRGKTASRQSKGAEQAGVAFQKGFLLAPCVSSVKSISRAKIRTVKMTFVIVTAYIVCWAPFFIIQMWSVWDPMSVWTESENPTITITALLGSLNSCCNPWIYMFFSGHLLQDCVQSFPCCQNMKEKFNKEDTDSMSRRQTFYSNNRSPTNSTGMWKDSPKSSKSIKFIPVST
# CHRM1 agonist: human M1 muscarinic receptor agonism; activation, % at 3 µM; AID 588814; hit rate 0.33% among 360,000; CHO-K1 hM1, Fluo-8 calcium fluorescence, agonist mode; 0% DMSO, 100% acetylcholine EC100; P11229;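 active = activation above the run's mean compound activation plus 3 SD, cut at about 16% in these data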;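 note: peak over basal fluorescence ratio within a 140 s kinetic read after compound addition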
# TAAR1 antagonist: human TAAR1 antagonism; Q96RJ0; hit rate 1.5% among 360,000; CHO RD-HGA16 TAAR1, Fluo-8 calcium fluorescence, antagonist; inhibition, % at 3 µM;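 active = inhibition above a per-plate cutoff, the mean inhibition of test compounds on that plate plus 3 SD, cut at about 49% in these data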;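 note: 0% = DMSO plus EC80 beta-PEA response and 100% = DMSO alone without agonist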
#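 Test system: RD-HGA16 CHO cells with stable hTAAR1 and Gα16 / Probe or stimulus: EC80 β-phenethylamine stimulus / Times: seeding 17-24 h prior, 75-min 37 °C, 30-min RT dye loading / Detection: Fluo-8 calcium-sensitive fluorescence / Read-out basis: % inhibition scaled between DMSO and EC80 PEA controls / Repeats: singlicate, one well per test compound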
# * hit, by the source's call; . = no result given. Random draw from the library. About 3.7% of those tested had a hit in this group.
# Order of results: OXTR ag	TAAR1 ag	CHO parental Ca	M1 PAM	M1 antag	OXTR potentiator	V1R ag counter	CHRM1 agonist	TAAR1 antagonist
1: Cc1ccc(S(=O)(=O)N2CCN(C(=O)CN3C(=O)c4ccc([N+](=O)[O-])cc4C3=O)CC2)cc1C
  1.0	13.8	-9.8	8.8	-8.3	-3.0	1.0	-2.4	6.0
2: CCCS(=O)(=O)N1CCCC(C(=O)Nc2ccc3c(c2)CCC3)C1 (stereo not drawn)
  -0.3	-1.4	-12.1	6.1	-13.6	-13.5	0.1	-5.1	-3.4
3: Cn1nc(C(=O)NNC(=O)c2cccc(Cl)c2)c2ccccc2c1=O
  1.0	2.8	-10.5	5.3	-13.1	4.0	0.6	-0.3	-20.0
4: c1ccc(CCCOCCC2CO2)cc1 (stereo not drawn)
  0.0	.	-5.2	.	.	-9.0	0.3	.	.
5: CCCCNC1c2ccccc2C(=O)N1Cc1ccccc1 (stereo not drawn)
  -1.6	32.5	-10.9	1.1	-1.7	-2.7	-1.2	-2.6	-12.2
6: CN(C)S(=O)(=O)c1cc(NC(=O)CSc2cccc[n+]2[O-])ccc1Cl
  1.1	0.5	-6.0	6.1	-4.0	-3.3	0.4	-4.5	1.2
7: Cc1nn(CC(=O)NC2CCC(C)CC2)c(C)c1[N+](=O)[O-] (stereo not drawn)
  -0.3	2.9	-5.2	12.8	-3.5	-5.1	-0.2	0.5	-5.5
8: CCOc1ccccc1NC(=O)c1cc(S(=O)(=O)N2CCC3(CC2)OCCO3)ccc1F
  -0.6	6.6	-2.2	5.0	-4.8	-5.7	-0.1	-5.4	2.6
9: COc1cccc(C(=O)NC2CCCc3c2cnn3-c2ccc(C)c(C)c2)c1OC (stereo not drawn)
  1.9	1.3	-16.0	-9.4	7.8	-11.0	4.9	-4.9	-2.1
10: CC1CCCCC1NC(=O)CO/N=C/c1ccccc1OC(F)F (stereo not drawn)
  -1.5	0.9	-9.3	9.1	-10.0	-6.3	1.0	-8.8	-22.9
11: Cc1ccc(NC(=O)CN2C(=O)S/C(=C\c3ccc(C(=O)O)cc3)C2=O)cc1
  1.2	-0.4	-9.1	3.3	-5.0	-4.3	-0.3	-3.5	10.1
12: CCCCn1c(N)c(N(CCOC)C(=O)c2cc(C)oc2C)c(=O)[nH]c1=O
  -0.4	2.3	-9.9	4.9	-5.4	0.9	0.7	-2.8	-16.9
13: Cc1ccc(C)c(NC(=O)c2ccc3c(c2)N(Cc2ccc(F)cc2)C(=O)CS3=O)c1 (stereo not drawn)
  1.2	1.9	-8.2	2.8	-5.1	0.4	-0.3	-5.6	-8.4
14: NC(=O)C1CCN(C(=O)Cn2cccc2C(=O)c2ccccc2)CC1
  1.4	9.9	-7.1	6.6	-8.3	-4.8	0.8	-2.9	4.1
15: O=C(CCc1ccccc1Cl)Nc1ccc(S(=O)(=O)Nc2nccs2)cc1
  .	0.6	.	3.4	1.1	.	.	-3.0	-18.2
16: CCN(CC)CCN=C1CCCc2ccccc2N1
  1.1	9.5	-0.9	-4.0	3.2	-0.9	0.8	-6.0	5.2
17: COc1ccc(C2C3=C(N=C4SCC(=O)N42)c2ccccc2CC3)cc1 (stereo not drawn)
  -0.6	3.5	-16.3	2.2	-7.0	-16.4	0.1	-3.9	-8.6
18: CC(NC(=O)c1ccc(NS(C)(=O)=O)cc1)c1ccccc1 (stereo not drawn)
  0.9	7.2	-5.2	4.7	-7.2	0.0	0.8	-4.5	3.2
19: C/C(=N\NC1=NCCN1)c1ccc(Cl)cc1
  1.9	3.5	-19.0	12.4	-24.7	-6.7	4.2	-4.5	-28.4
20: Cc1cccc(C)c1NC(=O)CSc1nnc([C@H](C)NC(=O)OC(C)(C)C)o1
  0.5	4.3	-11.7	11.4	-8.5	-2.8	1.0	-3.2	14.4
21: O=C(NCCc1ccccc1)C1CCC(Cn2c(=O)c3ccccc3n(Cc3cccc(F)c3)c2=O)CC1 (stereo not drawn)
  -1.2	2.2	-24.3	0.4	-0.2	1.4	-0.2	-3.6	-8.9
22: CCc1nccn1CCC(=O)NC1CC(C)(C)Cc2c1cnn2-c1ccc(C)cc1 (stereo not drawn)
  -0.2	-0.5	-21.7	-1.0	4.4	1.0	1.2	-5.6	-28.5
23: COc1ccc(C(=O)NC2CC3CCCC(C2)N3Cc2ccccc2)cc1 (stereo not drawn)
  2.0	-1.5	-19.1	-11.6	10.2	3.2	0.9	-8.8	9.1
24: CCN(C(=O)CN1CCN(c2ccccc2O)CC1)c1c(N)n(Cc2ccccc2)c(=O)[nH]c1=O
  1.8	4.5	-10.6	0.0	2.6	-4.3	-0.2	0.1	-10.0
25: Cc1cc(NC(=O)C2CC(c3c(F)cccc3Cl)=NO2)n(-c2ccccc2)n1 (stereo not drawn)
  0.2	8.6	-11.1	11.7	-16.4	2.1	1.1	-5.0	8.7
26: O=C(NC1CCCC1)C(c1ccncc1)N(C(=O)c1csnn1)c1ccc(Cl)cc1 (stereo not drawn)
  0.4	4.7	-18.2	-0.7	-0.5	-8.0	1.4	-2.6	-13.9
27: CSc1ccc(CN2CCc3c([nH]c4ccccc34)C2)cc1
  -1.1	3.9	-9.4	3.8	-8.8	-3.8	0.9	-6.9	-16.7
28: Cc1ccccc1C(=O)NC1CC2CCC(C1)N2Cc1ccccc1 (stereo not drawn)
  0.5	-0.9	-0.6	-18.7	10.6	-1.3	0.8	-13.1	14.9
29: CCN(CC)S(=O)(=O)c1cccc(-c2nnc(SCCCC(=O)c3ccc(F)cc3)o2)c1
  1.1	5.3	4.2	-6.4	8.3	-19.6	6.4	-2.3	22.1
30: Cc1ccc(CCN2C(Nc3ccccc3)=NC[C@@H]2C)cc1
  0.5	14.5	-3.6	-6.6	8.3	-11.2	0.5	-9.3	-5.8

# Two compounds from above, showing only V1R ag counter and M1 PAM:
entry | Structure | V1R ag counter | M1 PAM
10 | CC1CCCCC1NC(=O)CO/N=C/c1ccccc1OC(F)F (stereo not drawn) | 1.0 | 9.1
11 | Cc1ccc(NC(=O)CN2C(=O)S/C(=C\c3ccc(C(=O)O)cc3)C2=O)cc1 | -0.3 | 3.3

# (cont.)
# Order of results: OXTR ag	TAAR1 ag	CHO parental Ca	M1 PAM	M1 antag	OXTR potentiator	V1R ag counter	CHRM1 agonist	TAAR1 antagonist
31: Cc1cccc(OCC(=O)NC2CC(C)(C)NC(C)(C)C2)c1
  0.6	0.8	-1.9	14.9	-13.7	0.5	0.4	-8.4	5.4
32: CCN1C(=O)[C@H]2[C@H]3[C@H](O)[C@H](O)C/C(=N\O[C@H](C)c4cn([C@H](CO)Cc5ccccc5)nn4)[C@@H]3CC[C@H]2C1=O
  0.2	.	-7.9	.	.	1.5	0.4	.	.
33: O=C(C1CCCN(S(=O)(=O)c2ccc(Cl)cc2)C1)N(Cc1cccs1)C1CC1 (stereo not drawn)
  2.9	6.8	-6.9	-10.8	18.2	-17.9	2.9	-2.0	32.1
34: Cc1cccc(NC(=O)CN(C)CC(=O)NC(c2ccccc2)c2ccccc2)c1C
  -0.9	-1.5	-41.5	1.1	-1.9	-4.0	0.5	-4.4	-9.9
35: CCN1CCN(C(=O)Cn2cnc3sc(C)c(S(=O)(=O)N4CCN(c5ncccn5)CC4)c3c2=O)CC1
  0.1	2.7	-21.8	7.4	-4.0	2.2	0.6	-15.0	5.3
36: C/C(NCCCn1ccnc1)=C(\C#N)C(N)=O
  0.6	5.7	5.0	0.8	-0.6	1.9	2.6	-4.0	3.2
37: Cc1nnc(NC(=O)CSc2nc3ccccc3[nH]2)s1
  -0.5	4.1	8.1	5.6	3.1	-15.5	0.7	-0.5	-1.5
38: Cc1ccc(S(=O)(=O)Nc2ccc3c(c2)OCCO3)cc1C
  5.6	3.9	-6.5	4.3	-0.7	-12.1	6.5	-1.9	0.3
39: O=c1o[nH]c(-c2ccccc2)c1C1=NCCCCC1
  1.2	7.9	-9.3	1.3	-0.3	1.8	0.3	-3.6	-5.0
40: Cc1ccc(NC(=O)CSc2nnc(-c3ccco3)o2)cc1
  -0.5	4.5	-3.4	8.2	-1.8	-1.9	-0.7	-3.1	8.5
41: Cc1nnc(NC(=O)CSc2ccc(-c3cccnc3)nn2)s1
  -0.1	-1.3	5.2	-0.2	0.4	-10.7	0.2	-4.7	-29.7
42: COc1ccc(COC(=O)CCc2c[nH]c3ccccc23)cc1F
  -0.3	-1.7	15.5	4.9	-8.1	-13.0	2.9	-3.8	3.9
43: Cc1cc(=O)n(C(C)Cc2ccccc2)n1C(C)Cc1ccccc1 (stereo not drawn)
  .	2.9	.	0.5	-7.6	.	.	-7.9	-13.0
44: Oc1ccc(/C=N/Nc2nc(-c3ccc(Cl)cc3)cc(C(F)(F)F)n2)cc1
  -2.1	3.3	-24.7	0.8	3.8	-1.8	-1.4	-6.0	37.4
45: O=C(CSC1=NCCS1)Nc1nc(-c2ccccc2)cs1
  -0.1	6.8	-9.8	-0.2	1.0	-20.3	2.7	0.1	2.4
46: CN(CC(=O)Nc1ccccc1C(F)(F)F)C(=O)c1ccc(-c2ccc(Cl)cc2)o1
  -2.4	2.1	-40.1	5.1	-7.5	-5.1	-0.2	0.5	11.6
47: Cc1ccc(-c2n[nH]c(=O)c3ccccc23)cc1S(=O)(=O)N(C)CCO
  1.5	7.4	-7.0	3.2	3.2	-2.1	0.5	-3.6	0.8
48: Cc1cccc(C2C3=C(CCCC3=O)N=C3c4ccccc4C(=O)C32)c1 (stereo not drawn)
  -2.0	1.4	-12.1	2.1	-3.1	-7.0	-0.9	-5.1	-10.3
49: COc1ccc(NC(=O)CSc2nnc(CNC(=O)c3cccs3)o2)c(OC)c1
  -0.9	0.6	-3.4	11.4	-14.4	-1.8	1.0	-2.1	-10.6
50: Cc1ccn(CC(=O)NC2CCCN(Cc3ccccc3F)C2)n1 (stereo not drawn)
  .	0.2	.	2.3	2.4	.	.	-4.4	-8.3
51: COc1ccccc1NC(=O)CCc1nc2sc3c(c2c(=O)[nH]1)CCCC3
  -1.9	3.9	-19.5	6.6	-8.7	-5.6	0.6	-1.4	-18.8
52: Cc1cccc(NS(=O)(=O)c2cc(C(=O)NCCC3=CCCCC3)ccc2Cl)c1
  -0.9	0.9	-12.2	-4.6	-4.6	-9.7	0.2	-0.7	21.3
53: COc1ccc(Nc2nnc(C)c3ccccc23)cc1
  -1.0	2.0	-12.5	1.8	-0.7	-13.9	-1.5	-10.6	-6.9
